NPC1 promoter act: activators of NPC1 promoter. Huh7 NPC1 promoter luciferase reporter, 24 h. Potency, µM (doses to about 9.22 µM), without a hit: top-dose activation, usual class: activators. 2.4% of 320,000 active. AID 485313;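 note: potency is the fitted concentration of half-maximal effect; % of control where 0% means no effect; nearly all actives have a fitted effect of over 60% in size; reporter is driven by a mutant NPC1 promoter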
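Stable NPC1-promoter luciferase Huh7 line; cpd (DMSO) 24 h, 37 °C, 5% CO2; Amplite luciferase reagent 10 min RT; luminescence readout. qHTS format.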
p53 reactivator: restores transcriptional activity of mutant p53. Potency, µM (doses to about 92.2 µM), for the others: top-dose activity change, positive = activation, usual class: activators. H1299 p53-A138V BP100-luciferase reporter, luminescence, 24 h. 0.063% of 320,000 active; note: potency is the fitted concentration of half-maximal effect; % of control where 0% means no effect; nearly all actives have a fitted effect of over 45% in size
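H1299 (p53-null), stable ts p53-A138V + BP100-Luc; 1000 cells/well, Opti-MEM/10% FBS; cpd 4 pt, 1:5; 24 h, 37 deg C, 5% CO2; detection reagent 10 min RT; luminescence.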
ELG1 genotox: inducers of genotoxicity in HEK293T ELG1-luciferase cells. HEK293T ELG1-luciferase reporter, luminescence, 16 h. Potency, µM (doses to about 46 µM), for inactives: at the highest dose activity change, positive = activation, usual class: activators. 1.3% of 330,000 active. AID 504466; note: potency is the fitted concentration of half-maximal effect; % of control where 0% means no effect; nearly all actives have a fitted effect of over 60% in size
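Quantitative HTS format in 1536-well plates. HEK293T ELG1-luciferase reporter cells receive test compound and are incubated 16 hr at 37 °C, 5% CO2; ONE-Glo added, 30 min room temperature, then luminescence read.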
TRPV1 ag: agonists of human vanilloid receptor 1 (TRPV1); TRPV1-expressing cells, Fluo-8 calcium influx, agonist mode; activation, % at 8.33 µM; Q8NER1; 0.19% of 320,000 active; in the data active = activation above about 80%; inconclusive = between about 30% and that limit; note: 0% is about no effect
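TRPV1-expressing cells were cultured overnight at 35.5C and loaded with Fluo-8 calcium dye for 40 to 90 min at room temperature. After a 10 s baseline, compound was added and calcium influx was read kinetically for 3 min (ex 480/em 520 nm).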
ELG1 repair inh: ELG1-dependent DNA repair inhibition; Potency, µM (highest dose often 46.1 µM), without a hit: at the top dose activity change, negative = inhibition, usual class: inhibitors; HEK293T ELG1-luciferase reporter, luminescence, 16 h; DNA damage induced by 5-fluorouridine; 2.3% of 330,000 active; note: potency is the fitted concentration of half-maximal effect; % is set by controls: 0 for no effect and ±100 for the full control effect; nearly all actives have a fitted effect of over 55% in size
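Step one: seed 2,000 cells per well. Step two: pin-transfer compound or DMSO alongside 5-fluorouridine. Step three: incubate 16 hr, 37 °C, 5% CO2. Step four: add ONE-Glo, wait 30 min, read luminescence.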
BRCA1 expr up: BRCA1 expression activation; MCF7-BRCA1-FFLuc reporter, luminescence, 48 h; response scale: scaled: vehicle 0%, 10 µM genistein 100%; Potency, µM (series often up to 46.1 µM), for the others: at the highest dose activation, most hits filed as activators; AID 624202; 1.1% of 380,000 active; note: potency is the fitted concentration of half-maximal effect; nearly all actives have a fitted effect of over 80% in size; some results filed as inactive show a strong effect at the top dose
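MCF7-BRCA1-FFLuc, 2000 cells/well; 2 h attach, 37 °C/5% CO2; compound 48 h; luciferase substrate 15 min; luminescence end-point. Norm. to genistein 10 microM max activation and DMSO; concentration-response curves fitted.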
VP16 counter: counter-screen for ROR gamma inhibitors: Gal4-VP16 reporter; Potency, µM (top dose mostly 53.6 µM), inactives show top-dose activity, negative = inhibition, actives largely listed as inhibitors; Drosophila S2 Gal4-VP16 UAS-luciferase, luminescence, 20 h; 3.5% of 310,000 active;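 note: Gal4-VP16 expression switched on by copper sulfate through the metallothionein promoter; potency is the fitted concentration of half-maximal effect; % is set by controls: 0 for no effect and ±100 for the full control effect; nearly all actives have a fitted effect of over 50% in size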
RORgamma inh: blocks mouse ROR gamma transcriptional activity; AID 2551; Potency, µM (series often up to 53.6 µM), for inactives: at the highest dose activity change, negative = inhibition, usual class: inhibitors; 5.4% of 310,000 active; P51450; Drosophila S2 Gal4-RORgamma UAS-luciferase reporter, 20 h; note: potency is the fitted concentration of half-maximal effect; % is set by controls: 0 for no effect and ±100 for the full control effect; nearly all actives have a fitted effect of over 60% in size
Target sequence (P51450 whole entry, looked up, the tested form may be a part): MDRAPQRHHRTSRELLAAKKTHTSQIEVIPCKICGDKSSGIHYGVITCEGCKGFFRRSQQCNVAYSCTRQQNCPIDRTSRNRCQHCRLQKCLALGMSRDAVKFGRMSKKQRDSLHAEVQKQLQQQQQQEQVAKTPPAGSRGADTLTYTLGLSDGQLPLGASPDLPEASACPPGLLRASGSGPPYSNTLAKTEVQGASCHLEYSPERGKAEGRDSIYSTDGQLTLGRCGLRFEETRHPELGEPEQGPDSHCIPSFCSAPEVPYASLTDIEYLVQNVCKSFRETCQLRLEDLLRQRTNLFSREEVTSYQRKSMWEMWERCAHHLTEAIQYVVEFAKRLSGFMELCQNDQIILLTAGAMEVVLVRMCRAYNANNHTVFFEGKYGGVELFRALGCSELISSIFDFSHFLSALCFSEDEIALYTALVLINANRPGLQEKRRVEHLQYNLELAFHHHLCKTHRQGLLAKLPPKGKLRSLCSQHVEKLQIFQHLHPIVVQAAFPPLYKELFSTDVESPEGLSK
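Read-out: Photinus luciferase luminescence; inhibitors lower reporter signal. Insect Schneider cells with Gal4-ROR gamma fusion under metallothionein promoter, UAS reporter; 700 uM final copper sulfate induction, 20 hr, ambient temperature.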
FLuc modulator: inhibits or activates purified firefly luciferase, miR-21 counter-screen; P08659; purified FLuc, Km substrates, luminescence inhibition; 6.9% of 360,000 active; Potency, µM (doses to about 57.5 µM), for the others: at the top dose activity change, negative = inhibition, hits mostly inhibitors;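 note: potency is the fitted concentration of half-maximal effect; plate controls were vehicle for no effect and reference inhibitor for full effect; nearly all actives have a fitted effect of over 55% in size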
Target sequence (P08659 whole entry, looked up): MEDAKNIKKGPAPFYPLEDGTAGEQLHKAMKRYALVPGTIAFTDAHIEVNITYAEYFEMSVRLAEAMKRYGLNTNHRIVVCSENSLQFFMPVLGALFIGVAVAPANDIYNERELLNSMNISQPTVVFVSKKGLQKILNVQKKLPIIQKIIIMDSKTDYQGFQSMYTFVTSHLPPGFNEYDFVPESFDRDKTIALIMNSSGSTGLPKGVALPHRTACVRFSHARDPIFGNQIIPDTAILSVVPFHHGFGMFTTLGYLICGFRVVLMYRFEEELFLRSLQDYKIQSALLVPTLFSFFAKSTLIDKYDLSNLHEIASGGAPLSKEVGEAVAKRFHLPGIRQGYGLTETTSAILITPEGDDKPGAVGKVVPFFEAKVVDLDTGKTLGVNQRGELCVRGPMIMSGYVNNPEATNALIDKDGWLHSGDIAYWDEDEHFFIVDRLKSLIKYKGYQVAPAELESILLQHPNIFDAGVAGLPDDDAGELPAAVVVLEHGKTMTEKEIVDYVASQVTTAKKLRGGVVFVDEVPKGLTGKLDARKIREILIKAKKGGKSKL
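Biochemical qHTS of compounds, final roughly 60 µM downward over six points, against 10 nM purified firefly luciferase using Km concentrations of substrates (10 uM D-luciferin, 10 uM ATP) in Tris acetate pH 7.5 buffer; luminescence output.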
Rab9 promoter act: Rab9 promoter activation; Huh7 Rab9 promoter-luciferase reporter, luminescence, 24 h; Potency, µM (series often up to 9.22 µM), without a hit: top-dose activation, negative = inhibition, hits mostly activators; 2.8% of 320,000 active; note: potency is the fitted concentration of half-maximal effect; % of control where 0% means no effect; nearly all actives have a fitted effect of over 60% in size
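Measured in stably transfected Huh7 cells bearing a Rab9 promoter–luciferase construct: 24 h compound treatment at 37 °C, followed by luminescence detection.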
Tb PFK block: blocks T. brucei phosphofructokinase; T. brucei PFK, ADP-Glo luminescence; Potency, µM (doses to about 57.5 µM), without a hit: at the highest dose activity, negative = inhibition, most hits filed as inhibitors; 0.17% of 330,000 active;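 note: potency is the fitted concentration of half-maximal effect; 0% = uninhibited 1x PFK enzyme wells and -100% = no-enzyme wells; nearly all actives have a fitted effect of over 60% in size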
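Activity is normalized to no-enzyme wells (full inhibition) and 1.25 nM enzyme wells (no inhibition). Reaction: 0.5 mM F6P, 0.1 mM ATP, 45 min RT, ADP-Glo luminescence; concentration-response curves fitted and classed by quality.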
* = called active by the depositor; ? = inconclusive; . = no result given; [ ] = another dose, or the depositor's remark. Unless noted, calls come from the whole dose curve; as a rule, active = well fitted curve in the direction sought with a large enough effect; inconclusive = small, poorly fitted or top-dose-only effect, or another doubt; inactive = no such curve, though single readings can be large; an effect the other way counts as inactive or inconclusive.

entry	mol	NPC1 promoter act	p53 reactivator	ELG1 genotox	TRPV1 ag	ELG1 repair inh	BRCA1 expr up
1	Fc1ccc(-c2nc3n(n2)Cc2ccccc2-3)cc1	?	?	0.41µM*	5	?	-60%
2	COc1ccc(OCCCC(=O)NNC(=O)c2ccncc2)cc1	1%	15%	-1%	-1	16%	-6%
3	COc1ccc(OC)c(NC(=O)CN2CCN(C(=O)c3ccco3)CC2)c1	14%	6%	-5%	2	0%	-10%
4	COc1cccc(C2C(C#N)=C(N)OC3=C2C(=O)CC(c2ccco2)C3)c1OCc1ccc(F)cc1 (stereo not given)	-2%	5%	-4%	1	-28%	-20%
5	COc1ccc(CN2CCSc3sccc3C2=O)cc1	-1%	3%	0%	3	-13%	-2%
6	C/C(=N/NC(=O)CN1CCN(Cc2ccccc2)CC1)c1ccc([N+](=O)[O-])cc1	-16%	-6%	-7%	0	?	5%
7	CCc1cccc(NC(=O)CCNS(=O)(=O)c2ccc3[nH]c(=O)oc3c2)c1	-2%	-8%	-1%	-1	6%	4%
8	CCCCn1c(N)c(N(CC)C(=O)c2ccc(Cl)c(Cl)c2)c(=O)[nH]c1=O	0%	3%	-6%	1	-3%	1%

entry	VP16 counter	RORgamma inh	FLuc modulator	Rab9 promoter act	Tb PFK block
1	?	0%	0.6µM*	?	-4%
2	.	.	5%	-2%	-3%
3	12%	0%	0%	12%	1%
4	-8%	?	-1%	-4%	-1%
5	1%	-15%	-1%	0%	-6%
6	4%	4%	0%	3%	-22%
7	-4%	-4%	1%	-7%	-1%
8	5%	13%	1%	-1%	1%

Later entries:
entry	mol	NPC1 promoter act	p53 reactivator	ELG1 genotox	TRPV1 ag	ELG1 repair inh	BRCA1 expr up
9	COC(=O)C1=C(C)N(CCc2ccccc2)C(=O)C1	0%	3%	-3%	-1	11%	12%
10	COc1ccc(OC)c(NC(=O)N[C@@H](Cc2ccccc2)C(=O)O)c1	0%	12%	-1%	-2	13%	-4%
11	CC1=C(c2ccccc2)C(=S)NC(C)(C)C1	2%	-4%	-4%	2	1%	10%
12	O=C(CCN1C(=O)C2CC=CCC2C1=O)N1CCN(c2ccccn2)CC1 (stereo not given)	6%	8%	-1%	.	11%	1%
13	O=C(Nc1cccc(Cl)c1)ON=C1c2ccccc2-c2ccccc21	13%	7%	-10%	-1	-18%	28%
14	CC(NC(=O)NC1CCCCC1)C(c1cccs1)N1CCN(C)CC1 (stereo not given)	0%	4%	-5%	0	1%	19%
15	NC(=O)CN1C(=O)C(=O)N(Cc2ccc(Cl)cc2)C1=O	1%	-7%	-2%	-3	-1%	1%
16	CCOC(=O)C1CCN(C(=O)CCc2c(C)nc3cc(-c4ccc(OC)cc4OC)nn3c2C)CC1	0%	3%	-15%	1	?	1%

entry	VP16 counter	RORgamma inh	FLuc modulator	Rab9 promoter act	Tb PFK block
9	25%	-25%	2%	11%	-6%
10	-4%	-1%	1%	2%	6%
11	7.1µM*	2.5µM*	3%	-2%	0%
12	-1%	-24%	-1%	1%	3%
13	-1%	16%	?	12%	?
14	8%	-4%	-2%	-1%	-1%
15	3%	1%	-3%	-3%	2%
16	2%	-12%	6%	-1%	3%

(cont.)
entry	mol	NPC1 promoter act	p53 reactivator	ELG1 genotox	TRPV1 ag	ELG1 repair inh	BRCA1 expr up
17	COc1ccc(OC(C)=O)c(C2c3cc(OC)c(OC)cc3CCN2C(C)=O)c1 (stereo not given)	2%	-14%	0%	4	6%	-2%
18	CSc1ccccc1NC(=O)CN(C)CC(=O)NCC(=O)Nc1ccc(F)cc1	0%	2%	1%	-3	0%	1%
19	Cc1ccc(C)c(NC(=S)NC(C)C(c2cccs2)N2CCOCC2)c1 (stereo not given)	-1%	-7%	-8%	-16	17%	-21%
20	CCC(=O)c1ccc(OCC(=O)NCC2COc3ccccc3O2)cc1 (stereo not given)	2%	0%	2%	0	6%	-26%
21	CCCCn1c(N)c(N(CC(C)C)C(=O)CSc2ccc3c(c2)OCCO3)c(=O)[nH]c1=O	-2%	-3%	-1%	3	8%	-9%
22	Cc1ccc(S(=O)(=O)NCCC(=O)N2CCCCCC2)cc1	0%	-2%	8%	-1	15%	-23%
23	COC(=O)COc1cccc2c(=O)n(CC(=O)N3CCCc4ccccc43)ccc12	-5%	7%	0%	2	?	4%
24	COc1ccc(CN2CCN(Cc3ccco3)CC2)c(OC)c1	-1%	0%	-4%	-3	-4%	-20%

entry	VP16 counter	RORgamma inh	FLuc modulator	Rab9 promoter act	Tb PFK block
17	-2%	-22%	-1%	-1%	3%
18	.	.	-14%	1%	-12%
19	11µM*	5µM*	1%	-5%	-2%
20	.	.	4%	-7%	1%
21	.	.	3%	-9%	1%
22	.	.	-2%	3%	2%
23	-7%	1%	2%	2%	-4%
24	10%	32%	0%	-1%	-2%

Records 22 through 24 of the list above:
entry	mol	NPC1 promoter act	p53 reactivator	ELG1 genotox	TRPV1 ag	ELG1 repair inh	BRCA1 expr up
22	Cc1ccc(S(=O)(=O)NCCC(=O)N2CCCCCC2)cc1	0%	-2%	8%	-1	15%	-23%
23	COC(=O)COc1cccc2c(=O)n(CC(=O)N3CCCc4ccccc43)ccc12	-5%	7%	0%	2	?	4%
24	COc1ccc(CN2CCN(Cc3ccco3)CC2)c(OC)c1	-1%	0%	-4%	-3	-4%	-20%

entry	VP16 counter	RORgamma inh	FLuc modulator	Rab9 promoter act	Tb PFK block
22	.	.	-2%	3%	2%
23	-7%	1%	2%	2%	-4%
24	10%	32%	0%	-1%	-2%

Other results follow:
entry	mol	NPC1 promoter act	p53 reactivator	ELG1 genotox	TRPV1 ag	ELG1 repair inh	BRCA1 expr up
25	CN(CC(=O)Nc1ccc(Cl)c(C(F)(F)F)c1)C(=O)c1cccc(N2C(=O)CCC2=O)c1	-2%	-15%	-5%	2	?	-28%
26	Cc1nnc(NC(=O)c2cc3ccccc3o2)s1	?	?	?	1	?	7.1µM*
27	Cc1sc2nc(COC(=O)c3cccc(S(=O)(=O)N(C)c4ccccc4)c3)[nH]c(=O)c2c1C	-4%	-1%	-7%	3	?	1%
28	O=C(CNS(=O)(=O)c1ccc(Br)s1)N1CCN(c2ncccn2)CC1	-1%	1%	-5%	0	-1%	3%
29	CCSc1nsc(SCC)c1C(N)=O	7%	1%	3%	-2	-2%	9%
30	COC(=O)c1ccccc1NC(=O)c1c(Br)cnn1C	1%	-4%	2%	0	14%	-38%
31	COC(=O)c1ccccc1NC(=S)N1CCN(c2ccc(OC)cc2)CC1	-1%	-5%	-2%	5	0%	13%
32	COc1ccc(/C=C2\C(=O)OCc3cc(OC)c(OC)cc32)cc1OC	3%	4%	18%	0	1%	-35%

entry	VP16 counter	RORgamma inh	FLuc modulator	Rab9 promoter act	Tb PFK block
25	.	.	5%	-1%	-13%
26	4%	?	6µM*	?	22%
27	-4%	26%	3%	-2%	2%
28	.	-27%[0.365 µM]	-2%	0%	12%
29	0%	-19%	0%	-10%	-3%
30	-2%	-4%	-1%	7%	1%
31	5%	-9%	1%	-3%	-2%
32	-1%	-3%	13µM*	-12%	0%

Other structures follow:
entry	mol	NPC1 promoter act	p53 reactivator	ELG1 genotox	TRPV1 ag	ELG1 repair inh	BRCA1 expr up
33	Cc1cc(/C=C(\C#N)C(=O)OCC(=O)NC(=O)NC(C)(C)C)c(C)n1CCC(C)C	1%	8%	2%	15	?	2%
34	CN(C)C(=O)Nc1ccccc1CC[N+](=O)[O-]	-2%	2%	1%	0	2%	-3%
35	NS(=O)(=O)c1ccc(N/N=C/c2ccccc2Br)cc1	6%	-4%	13%	-1	?	37%
36	O=C(CCn1c2c(c3ccccc31)CCCC2)NNC(=O)c1ccccc1Cl	-8%	-20%	-2%	2	-14%	-31%
37	COc1ccc(CCNc2nc(C)nc3c2nnn3Cc2ccccc2)cc1OC	-4%	?	0%	?	?	-5%
38	CCOC(=O)c1cc2sc(C)cc2n1CC(=O)Nc1ccc2c(c1)OCCO2	0%	-2%	16%	25	0%	37%

entry	VP16 counter	RORgamma inh	FLuc modulator	Rab9 promoter act	Tb PFK block
33	12%	42%	?	7%	1%
34	-16%	-11%	-2%	-4%	-2%
35	-7%	8%	?	15%	10%
36	-10%	-35%	1%	-1%	0%
37	-9%	13%	0%	-1%	0%
38	2%	32%	-12%	17%	3%

Screens: PubChem, National Center for Advancing Translational Sciences (NCATS)
